# HCMV inh = qHTS Assay for inhibitors of the human cytomegalovirus (HCMV); AID 1259415, 2018; activity change, negative = inhibition, % at 57.5 µM; HFF cells, HCMV-luciferase reporter, 72 h; stronger effect = lower value; actives 4.5% (n = 410,000); in the data active = activity change below about -60%; inconclusive = no clear call, values can overlap the other calls; inactive = above about -39%
#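 Inhibition of viral replication was scored as loss of reporter luminescence in HFFs infected with HCMV-luciferase (MOI 1 PFU/cell) for 72 h; compounds tested at 2 doses, normalized to buffer and Salinomycin controls.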
# AMA1 RON2 block = qHTS for Inhibitors of AMA1-RON; Towards Development of Antimalarial Drug Lead: Primary Screen. Plasmodium falciparum AMA1 (3D7) - RON2 peptide interaction. AlphaScreen AMA1-biotinylated RON2 peptide binding. AID 720542, 2013. actives 0.2% (n = 360,000). Potency, µM (top dose mostly 58.2 µM), inactives show at the top dose activity change, negative = inhibition, actives largely listed as inhibitors; active = well fitted inhibition curve with a large enough effect; inconclusive = small, poorly fitted or top-dose-only effect; inactive = no such curve, though single readings can be large or run the other way;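 note: potency is the fitted concentration of half-maximal effect; 0% = vehicle wells and -100% = peptide control; nearly all actives have a fitted effect of over 45% in size; some results filed as inactive show a strong effect at the top dose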
#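 AMA1 (3D7) with his tag at 25 nM final met compounds first, then biotinylated RON2 peptide at 25 nM; detection used donor plus acceptor beads, 10 µg/mL apiece, read by AlphaScreen after 30 min at room temperature.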
# * marks the source's active call; other numbers are inactive results; ? = inconclusive; [ ] = remark or other dose. Unless noted, % is set by controls: 0 for no effect and ±100 for the full control effect. Not all compounds are listed (hit frequency here may not be typical).
mol | HCMV inh | AMA1 RON2 block
OC[C@@H]1CN(C2CCCC2)C[C@H](n2cnc3c(NC4CCC4)ncnc32)O1 | -6 | 9%
COc1ccc(OC(=O)N(C)C[C@@H]2OCc3cnnn3CCCC(=O)N([C@H](C)CO)C[C@@H]2C)cc1 | 0 | 3%
Cc1ccccc1S(=O)(=O)N1C(c2ccc(Cl)cc2)CC=C(C(=O)O)C1c1cccc(Cl)c1 (stereo not given) | 38 | -7%
CC(=NOC(=O)c1ccc(F)cc1)c1nccs1 | -28 | 16%
COc1ccc(NC(=O)CCCNC(=O)c2ccc(Cl)cc2)cc1S(=O)(=O)N1CCCCC1 | -8 | -4%
CC1(C(=O)NS(=O)(=O)c2ccc3ccccc3c2)CCN1C(=O)Cc1ccc(Cl)cc1Cl (stereo not given) | 4 | -4%
COc1ccc(S(=O)(=O)N2C[C@@H](O)COC[C@@H]3O[C@H](CC(=O)NCCCN4CCOCC4)CC[C@H]32)cc1 | -74* | 0%
CCN(c1ccccc1)S(=O)(=O)c1ccc(OC)c(NC(=O)c2ccco2)c1 | -16 | -1%
CCC(C(=O)Nc1cc(C)cc(C)n1)c1ccccc1 (stereo not given) | -22 | -14%
COc1ccc(NC(=O)C2Cc3c(-c4ccncc4)ccnc3O2)cc1OC (stereo not given) | -5 | -9%
CS(=O)(=O)N(CCc1ccccc1)CC(=O)N1CCCCCC1 | -12 | -9%
CC(=O)Oc1ccccc1Cn1c(C)c(C(=O)NCc2ccc(F)cc2)sc1=O | -10 | 6%
O=C(CCN1CCN(c2ccccc2)CC1)NNC(=O)c1ccccc1 | -7 | 39%[activator]
CC(C)c1cc(Cn2c3ccccc3c(=O)n2C(C)CBr)on1 (stereo not given) | 46 | 0%
O=C(NCc1ccccc1)c1cc(C2COCCN2C(=O)c2ccccc2)on1 (stereo not given) | -5 | 2%
COc1ccccc1NC(=O)N(C)C[C@@H]1OCc2cn(nn2)CCCC(=O)N([C@@H](C)CO)C[C@H]1C | 9 | -5%
Nn1c(COc2ccccc2F)nnc1SCC(=O)NCC1CCCO1 (stereo not given) | 11 | 0%
CC(C)(C)c1ccc(CC(=O)N2CCC2(C)C(=O)Nc2ccc3[nH]ncc3c2)cc1 (stereo not given) | -86* | -1%
CCC(=O)N1CCC1(C)C(=O)Nc1ccc(OC)c(OC)c1 (stereo not given) | -12 | 5%
Cc1cccc(NC2(C(=O)O)CCCC2)c1 | 12 | 0%

# Additional compounds.
mol | HCMV inh | AMA1 RON2 block
Cc1ccc(Cn2c(C3CCCN3c3nc(-c4ccc(F)cc4)cs3)nc3cc(C(F)(F)F)ccc32)cc1 (stereo not given) | 13 | 74%[activator]
COc1ccccc1C(CNC(=O)CCNS(=O)(=O)c1ccc(Br)cc1)N1CCCC1 (stereo not given) | -29 | 84%[activator]
CC1(C(=O)NS(=O)(=O)c2ccc(Cl)s2)CCN1C(=O)Cc1cc(F)ccc1F (stereo not given) | -10 | -4%
c1ccc2oc(-c3ccc4c(c3)CNCc3cnnn3-4)cc2c1 | 89 | 15%
COC(=O)C[C@@H]1CC[C@H](NC(=O)Nc2ccc(OC)cc2)[C@@H](CO)O1 | 92 | -5%
O=C(C[C@H]1CC[C@@H]2[C@H](COC[C@H](O)CN2C(=O)c2cnccn2)O1)NCc1ccc(Cl)cc1 | -1 | 2%
COc1ccc(S(=O)(=O)N2C[C@H]3CON(C)[C@H]3C[C@H]2c2ccc(-c3cccc(F)c3)cc2)cc1 | -4 | -12%
O=C1c2ccccc2-n2nnnc2C2c3ccccc3-n3nncc3CN12 (stereo not given) | 20 | 2%
CCOC(=O)c1ccc2c(c1)nc(C)n2CC | 37 | 2%
C#CCOCCOCCOCCNc1nc(N2CCN(C(=O)[C@H](C(C)C)n3cc(CCO)nn3)CC2)nc(N2CCN(C(=O)[C@H]([C@@H](C)CC)n3cc(CCC(=O)O)nn3)CC2)n1 | 8 | 17%
Cc1ccccc1C(=O)NCC(=O)c1ccccc1 | 119 | -7%
Nc1ccn(C2OC(CCl)C(O)C2O)c(=O)n1 (stereo not given) | -61* | 11%
CC(C)C[C@@H](CNCC(=O)[C@H](Cc1ccccc1)NC(=O)c1[nH]cnc1C(=O)N[C@H](CN)CC(C)C)NC(=O)c1nc[nH]c1C(=O)N[C@@H](CC(=O)O)C(=O)O | 10 | 54%[activator]
COCCNC(=O)C1(C)CCCN(C(=O)c2ccc3c(c2)CCO3)C1 (stereo not given) | -28 | 0%
Cc1ccccc1CN1C(=O)CN(S(C)(=O)=O)CC1(C)C(=O)Nc1c(C)cccc1C (stereo not given) | -6 | 0%
CCS(=O)(=O)NC(=O)C1(C)CCN1C(=O)Cc1ccc(Cl)cc1Cl (stereo not given) | -15 | -2%
COCCCNC(=O)[C@@H](Cc1ccccc1)NC(=O)CC[C@H]1O[C@@H](n2ccc(=O)[nH]c2=O)[C@H](O)[C@@H]1O | 1 | 20%
COc1cccc(C(=O)c2ccccc2C(=O)O)c1 | -22 | -3%
O=C(OCc1ccccc1)N1CCC2CC1c1ccc(/C=C/CCCCl)cc12 (stereo not given) | 44 | 22%
CC12CCC(=O)C=C1CCC1C2CCC2(C)C1CCC2(O)CC#N (stereo not given) | 21 | 0%

# Later entries:
mol | HCMV inh | AMA1 RON2 block
CCCCCC(=O)N1C[C@@H](O)[C@H](n2cc(-c3ccc(F)cc3)nn2)C[C@@H]1c1ccc(C)cc1 | 11 | 7%
O=C(Nc1nnc([C@@H]2C[C@H](O)[C@@H](CO)O2)s1)c1cccc(C(F)(F)F)c1 | 14 | 0%
Cc1cccc(C)c1NC(=O)C1(C)CN(S(C)(=O)=O)CC(=O)N1Cc1ccc2c(c1)OCO2 (stereo not given) | 17 | 5%
NC(CSC1(c2ccc(F)cc2)c2ccccc2-c2ccccc21)C(=O)O (stereo not given) | -68* | 148%[activator]
COc1ccc(NC(=O)C2c3ccccc3OCC(=O)N2Cc2ccco2)cc1 (stereo not given) | -9 | 4%
CCOc1ccc(OCC(=O)Nc2cccc(S(=O)(=O)NC3=NCCC3)c2)cc1 | 1 | 2%
CCOc1ccccc1NC(=O)c1cccnc1 | -18 | 1%
CSC[C@H]1CN(CCc2ccccc2)C(=O)[C@@H]1CC(=O)Nc1ccc(Br)cc1 | -17 | -13%
O=C(C=Cc1ccco1)c1ccc2ccccc2c1 | 19 | ?
c1ccc(COc2ncnc3c2ncn3CCCNCC2CCCO2)cc1 (stereo not given) | -4 | 9%
CCC(C)C(CO)NCCCn1cnc2c(OCc3ccccc3)ncnc21 (stereo not given) | -12 | 0%
CC1(C(=O)Nc2cccc(OC(F)(F)F)c2)Cc2c(-c3cccc(C(F)(F)F)c3)ccnc2O1 (stereo not given) | 16 | 13%
Cc1cc(C(F)(F)F)nc(NNc2nc(C)cc(C(F)(F)F)n2)n1 | -28 | 152%[activator]
Cc1sc2ncnc(N3CCN(S(=O)(=O)c4ccc(Br)cc4)CC3)c2c1C | 1 | -2%
CC1=C(C(=O)N2CCCCCC2)CC(CC(=O)NCCCN(C)C)C(=O)N1Cc1ccc(F)cc1 (stereo not given) | -17 | 2%
CN(C)c1ccc(-c2ccnc3c2CC(C)(C(=O)NCc2cccc(Cl)c2)O3)cc1 (stereo not given) | 15 | ?
N#Cc1ccccc1N/C=C/C(=O)c1ccc(Cl)cc1 | 82 | 2%
Cc1c(-c2ccccc2Br)nc2ccccc2c1C(=O)O | -14 | 7%
Cc1cc(C)cc(Nc2cc(C)nc3ncnn23)c1 | 78 | 4%
COc1ccc(S(=O)(=O)N(C)C[C@@H]2OCc3cn(nn3)CCCC(=O)N([C@H](C)CO)C[C@H]2C)cc1 | -11 | 2%

# 13 neighbouring entries out of the list so far:
mol | HCMV inh | AMA1 RON2 block
OC[C@@H]1CN(C2CCCC2)C[C@H](n2cnc3c(NC4CCC4)ncnc32)O1 | -6 | 9%
COc1ccc(OC(=O)N(C)C[C@@H]2OCc3cnnn3CCCC(=O)N([C@H](C)CO)C[C@@H]2C)cc1 | 0 | 3%
Cc1ccccc1S(=O)(=O)N1C(c2ccc(Cl)cc2)CC=C(C(=O)O)C1c1cccc(Cl)c1 (stereo not given) | 38 | -7%
CC(=NOC(=O)c1ccc(F)cc1)c1nccs1 | -28 | 16%
COc1ccc(NC(=O)CCCNC(=O)c2ccc(Cl)cc2)cc1S(=O)(=O)N1CCCCC1 | -8 | -4%
CC1(C(=O)NS(=O)(=O)c2ccc3ccccc3c2)CCN1C(=O)Cc1ccc(Cl)cc1Cl (stereo not given) | 4 | -4%
COc1ccc(S(=O)(=O)N2C[C@@H](O)COC[C@@H]3O[C@H](CC(=O)NCCCN4CCOCC4)CC[C@H]32)cc1 | -74* | 0%
CCN(c1ccccc1)S(=O)(=O)c1ccc(OC)c(NC(=O)c2ccco2)c1 | -16 | -1%
CCC(C(=O)Nc1cc(C)cc(C)n1)c1ccccc1 (stereo not given) | -22 | -14%
COc1ccc(NC(=O)C2Cc3c(-c4ccncc4)ccnc3O2)cc1OC (stereo not given) | -5 | -9%
CS(=O)(=O)N(CCc1ccccc1)CC(=O)N1CCCCCC1 | -12 | -9%
CC(=O)Oc1ccccc1Cn1c(C)c(C(=O)NCc2ccc(F)cc2)sc1=O | -10 | 6%
O=C(CCN1CCN(c2ccccc2)CC1)NNC(=O)c1ccccc1 | -7 | 39%[activator]

# More compounds
mol | HCMV inh | AMA1 RON2 block
O=C(C[C@H]1C(=O)N(Cc2ccccc2)C[C@@H]1Cc1ccccc1)Nc1ccc(Br)cc1 | -3 | -6%
CC1(C(=O)NS(=O)(=O)c2ccc(C#N)cc2)CCN1C(=O)Cc1ccccc1Cl (stereo not given) | 60 | -1%
ClC(CCN1CCN(Cc2ccccc2)CC1)c1ccccc1 (stereo not given) | 3 | 2%
CC1CCN(C(=O)CCn2c(=O)oc3ccc(Cl)cc32)CC1 | -6 | 7%
C[C@@H](c1ccccc1)N1C[C@@H](COCc2ccccc2)Oc2cc(N3CC[C@@H](N(C)C)C3)ccc2S1(=O)=O | ? | ?
CC(C)CN(C(=O)COC(=O)c1cc2ccccc2cc1O)c1c(N)n(Cc2ccccc2)c(=O)[nH]c1=O | 5 | -7%
O=C(COC(=O)CCS(=O)(=O)c1ccccc1)NNC(=O)c1ccc([N+](=O)[O-])cc1 | -24 | 138%[activator]
CCc1nc2c(OCC=C(C)C)cccn2c1N(C)C(=O)c1ccccc1F | -30 | 79%[activator]
O=C(NCCOc1ccccc1)C1Nc2ccc(C(F)(F)F)cc2C2c3ccccc3CC12 (stereo not given) | 84 | -4%
CN(Cc1ccc(Cl)cc1Cl)C(=O)c1cccc(S(=O)(=O)NCc2ccccc2)c1 | -5 | 2%[11.6 µM]
Cc1cccc(S(=O)(=O)N(C)C[C@@H]2OCc3cn(nn3)CCCC(=O)N([C@@H](C)CO)C[C@H]2C)c1 | -7 | -7%
Cc1cc(Cl)c(OCCOCCN2CCNCC2)c(Cl)c1 | -3 | -6%
O=C1NC(Cc2ccccc2)C(=O)N1Cc1ccccc1 (stereo not given) | 5 | 4%
CCCCNC(=O)COC(=O)c1c2c(nc3ccccc13)/C(=C\c1cccs1)CC2 | 120 | 52%[activator]
COc1cccc(C(=O)N2CCC[C@@H]2C(=O)N2CCC[C@H]2C(=O)NCc2ccncc2)c1 | -4 | 3%
Cc1cnc(C)c(Nc2nc(C(N)Cc3ccccc3)cs2)n1 (stereo not given) | -23 | 57%[activator]
Cc1ccc2nc(SCC(=O)N3CCCc4ccccc43)nc(=O)n2c1 | -21 | -1%
Nc1ccc2c(c1)C(=O)c1ccc(N)cc1-2 | 14 | -17%
Cc1nc(C(=O)Nc2ccc(Cl)cc2)sc1C1(C)CC(c2cccc([N+](=O)[O-])c2)=NO1 (stereo not given) | ? | 1%
CCOC(=O)C1=CC[C@@H](c2ccc(F)cc2)N(S(=O)(=O)c2ccc(C)cc2)[C@H]1c1ccccc1 | ? | 2%

# Other entries follow.
mol | HCMV inh | AMA1 RON2 block
O=C1COc2ccc(C(=O)COC(=O)CCCOc3ccccc3)cc2N1 | 4 | 0%
COCCNC(=O)CSc1nc(N)c(NC(=O)c2ccco2)c(=O)[nH]1 | -18 | -1%
COc1ccc([C@H]2N[C@]3(CCCN(Cc4ccc(C)cc4)C3=O)[C@H]3C(=O)N(C)C(=O)[C@@H]23)cc1 | 9 | -3%
Cc1ccc(S(=O)(=O)NN=CC=CC=NNS(=O)(=O)c2ccc(C)cc2)cc1 | 14 | 92%[activator]
Cc1ccc(-n2nnc(-c3cccnc3)n2)cc1 | 89 | 13%
Cn1c(=O)c2c(-c3ccccc3)n(-c3cc(C(=O)O)ccc3O)cc2n(C)c1=O | -4 | 37%[activator]
O=C(OCc1cn([C@@H]2CN(C(=O)C3CCCCC3)[C@@H](c3ccccc3)C[C@H]2O)nn1)c1ccccc1 | -9 | -4%
Fc1cccc(Cc2c(-c3ccccc3)nc3c4ccccc4ccn23)c1 | 75 | 0%
O=C(CSc1nc(-c2ccccc2)c(-c2ccccc2)o1)N1CCCCC1 | -37 | ?
CC1(C(=O)NS(=O)(=O)c2ccccc2Cl)CCN1C(=O)c1cccc2ccccc12 (stereo not given) | 15 | -3%
O=C(O)c1ccc2c(c1)[C@@H]1C=CC[C@@H]1[C@H](c1ccccn1)N2 | 47 | 13µM*
Cc1c(C(=O)N2CCC2(C)C(=O)O)oc2ccccc12 (stereo not given) | 2 | -4%
